Pol eta inh = inhibitors of human DNA polymerase eta; Q9Y253; 390,000 compounds, 1.2% hits; Potency, µM (top dose mostly 114 µM), without a hit: at the highest dose activity change, negative = inhibition, actives largely listed as inhibitors; recombinant Pol eta, fluorescent DNA replication assay; further: potency means the concentration at half of the fitted maximal effect; on the % scale 0 is the no-effect control and ±100 the full control effect
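Fluorescent replication assay: 50 nM final substrate added after a 15 min room-temperature compound preincubation with 10 nM enzyme. Signal taken at 0 min and again at 10 min.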
HP1b binding inh = blocks HP1-beta chromodomain binding to methylated histone tails; AlphaScreen HP1-beta / biotin-H3K9me3 peptide binding; 390,000 compounds, 0.56% hits; Potency, µM (top dose mostly 114 µM), for the others: top-dose activity change, negative = inhibition, most hits filed as inhibitors; AID 540317; P83916; further: potency means the concentration at half of the fitted maximal effect; nearly all actives have a fitted effect of over 70% in size; inactives centre near 23
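AlphaScreen: HP1-beta (50 nM) preformed 30 min with biotin-H3(1-18)K9me3 peptide (50 nM) in PBS pH 7.4, 0.01% Tween-20. Compound added for 30 min at RT, then streptavidin donor/nickel chelate acceptor beads (10 ug/mL) for 30 min.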
BAZ2B inh = BAZ2B (human) inhibition. Q9UIF8. AlphaScreen BAZ2B-H3K14Ac peptide displacement. Potency, µM (doses to about 114 µM), inactives show at the top dose activity change, negative = inhibition, hits mostly inhibitors. 360,000 compounds, 4.4% hits. AID 504333; further: potency means the concentration at half of the fitted maximal effect; on the % scale 0 is the no-effect control and ±100 the full control effect; nearly all actives have a fitted effect of over 60% in size
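AlphaScreen displacement: compounds (up to 110uM) incubated 30 min at room temperature with a preformed 50 nM BAZ2B/50 nM biotinylated H3K14Ac peptide complex in PBS pH 7.4 with Tween-20. Donor and acceptor beads at 10 ug/mL final added, 20 min light-protected before reading.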
Pin1 inhibitor = blocks the human prolyl isomerase Pin1; Q13526; Pin1 FP peptide displacement, HiFluor488, 10 min; Potency, µM (series often up to 115 µM), for the others: at the highest dose activity, negative = inhibition, actives largely listed as inhibitors; 390,000 compounds, 0.009% hits; active means well fitted inhibition curve with a large enough effect in the polarisation, with a control signal flat, not every such curve was filed as active; inconclusive means small, poorly fitted or top-dose-only effect, or effect the other way, or a change in a side signal; inactive means no such curve, though single readings can be large or run the other way; the % refers to the polarisation; further: potency means the concentration at half of the fitted maximal effect; on the % scale 0 is the no-effect control and ±100 the full control effect
Tb PGK inh = inhibitors of T. brucei phosphoglycerate kinase; P07378; PGK/GAPDH coupled, Kinase-Glo luminescence, 60 min; Potency, µM (highest dose often 57.5 µM), for inactives: at the top dose activity change, negative = inhibition, most hits filed as inhibitors; 380,000 compounds, 0.043% hits; further: potency means the concentration at half of the fitted maximal effect; on the % scale 0 is the no-effect control and ±100 the full control effect; nearly all actives have a fitted effect of over 60% in size
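Recombinant glycosomal PGK reaction used 1,3-bisphosphoglycerate generated in-well by GAPDH (100nM final) in 100mM TEA pH 7.6, 5mM MgCl2, 0.01% Tween-20. After 60 minutes at room temperature, ATP was read by Kinase-Glo Plus luminescence end-point.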
JMJD2A Tudor inh = blocks the human JMJD2A Tudor domain; O75164; AlphaScreen JMJD2A-Tudor / H3K4me3 peptide binding; Potency, µM (top dose mostly 114 µM), for the others: top-dose activity change, negative = inhibition, actives largely listed as inhibitors; 390,000 compounds, 4.4% hits; further: potency means the concentration at half of the fitted maximal effect; on the % scale 0 is the no-effect control and ±100 the full control effect; nearly all actives have a fitted effect of over 50% in size
G9a block = blocks human histone lysine methyltransferase G9a. Q96KQ7. G9a H3K9 monomethylation, AlphaScreen, 2 h. Potency, µM (top dose mostly 102 µM), for the others: at the top dose activity, negative = inhibition, actives largely listed as inhibitors. 350,000 compounds, 8.8% hits. AID 504332; further: potency means the concentration at half of the fitted maximal effect; on the % scale 0 is the no-effect control and ±100 the full control effect; nearly all actives have a fitted effect of over 75% in size
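Readings reflect AlphaScreen signal from monomethyl-H3K9 antibody detection. HMT at 20 nM; substrate b-H3K9 500 nM; cofactor SAM 20 uM; 2 h RT reaction; compounds tested as titrations in qHTS with 15 min preincubation.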
GLS inhibitor = glutaminase GLS (human) inhibition. O94925. GLS enzymatic activity, qHTS titration. Potency, µM (doses to about 45.5 µM), for inactives: at the top dose activity change, negative = inhibition, hits mostly inhibitors. 410,000 compounds, 0.21% hits. AID 624170; further: potency means the concentration at half of the fitted maximal effect; on the % scale 0 is the no-effect control and ±100 the full control effect
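Coupled fluorescence readout: glutamate oxidase/HRP/Amplex Red detect glutamate formed by hKGA from L-glutamine (1 mM solution added). Buffer 45 mM KH2PO4 pH 8.2, 0.02% Tween-20; reads at t0 and 30 min RT.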
PI4K2A inh = inhibitors of human PI4K2A | purified PI4K2A, ADP-Glo luminescence, 1 h; active compounds read low | activity change, negative = inhibition, % at 76.9 µM | AID 1346378 | 420,000 compounds, 0.13% hits; in the data active means activity change below about -50%; inconclusive means mostly about -30% to -49%;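 further: -100% = wells without enzyme as full effect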
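In this quantitative HTS, ADP production by PI4K2A was quantified luminescently after 1 h at ambient temperature; 100 microM adenosine served as plate-quality control.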
The depositor's hits bear a star; i = inactive; ? = inconclusive; . = no result given; [ ] = remark or other dose. Unless noted, the call rests on the fitted dose curve; in most records, active means well fitted curve in the direction sought with a large enough effect; inconclusive means small, poorly fitted or top-dose-only effect, or another doubt; inactive means no such curve, though single readings can be large; an effect the other way counts as inactive or inconclusive. This is a subset; rates above refer to the full screens.

Pin1 inhibitor,GLS inhibitor,BAZ2B inh,Tb PGK inh,PI4K2A inh,Pol eta inh,G9a block,JMJD2A Tudor inh,HP1b binding inh,Molecule
7%,-11%,-3%,-11%,4,-6%,.,-6%,73%[activator],N#C[C@]1(S(=O)(=O)c2ccccc2)C[C@@H]2ON=C(c3cccc(Br)c3)[C@@H]2C1
-7%,1%,-8%,-7%,5,-11%,1%[59 µM],-13%,22%,COC(=O)[C@@H]1C(c2ccccc2)(c2ccccc2)[C@@]1(C)C(=O)OC
1%,-2%,2%,-8%,0,-11%,17%[59 µM],0%,36%,C#CCNC(=O)C1=C[C@@H](C2CC2)[C@H](CCCO)[C@@H](OCC)O1
-5%,-9%,3%,-12%,-4,-20%,13%,-5%,47%[activator],CC(C)(C)NC(=O)C(c1ccc(O)cc1)N(C(=O)CCC(=O)Nc1nccs1)c1ccccc1F (centres undefined)
0%,1%,-4%,-6%,-4,-22%,-38%[59 µM],-15%,-8%,CCn1cc(C(=O)NCCN(C)CCc2ccccc2)c(=O)c2cc(S(=O)(=O)N(C)C)ccc21
0%,0%,1%,2%,-2,-20%,19%[59 µM],-1%,31%,O=C(CN1C(=O)COc2ccccc21)NCc1ccccn1
3%,13%,-5%,-12%,5,-20%,4%[59 µM],-19%,34%,O=C(CN1C2=NCCN2c2ccccc21)c1ccc(Br)s1
-7%,2%,-11%,-3%,2,-13%,-1%[2.33 µM],-15%,11%,COC(=O)c1ccc(Cn2cnc3ccccc3c2=O)cc1
-3%,-9%,-20%,-6%,-14,-18%,?,-2%[11.4 µM],-4%,O=C(O)c1cccc(Nc2nc(Nc3ccccc3)nc(N3CCCC3)n2)c1
4%,-6%,?,3%,-5,-2%,-48%,?,19%,C/C(CC(=O)Nc1cc(C)ccn1)=N\NC(=O)C(=O)NC(C)C
-8%,-4%,-18%,-6%,6,2%,-2%,-7%,40%[activator],O=C(O)c1ccccc1Nc1ccnc(C(F)(F)F)c1
-3%,2%,6%,i,8,7%,-25%[59 µM],-14%,3%,CC(=O)N1CCCc2ccccc21
5%,-2%,10%,-2%,-9,-11%,15%[59 µM],-33%,28%,COC(=O)c1sc2ncccc2c1OCc1ccc(Cl)cc1Cl
6%,8%,-20%,8%,-2,-24%,-8%[59 µM],-14%,25%,COCCCNC(=O)Nc1cc(C(=O)NCc2ccc(OC)cc2)ccc1N1CCCC1
?,-14%,7%,2%,-14,-7%,11%[59 µM],1%,29%,Cc1nc(Cl)c2c(n1)NC1=C(O2)C(=O)CCC1
34%[activator],-11%,?,2%,-18,4%,-4%[59 µM],-9%,26%,Cc1ccccc1Nc1nn2c(=O)c3ccc(C(=O)NCCc4ccc(Cl)cc4)cc3nc2s1
-8%,0%,-2%,-8%,-2,-10%,.,-9%,11%,CCc1nc(N[C@H](C(=O)O)C(C)C)c2oc3ccccc3c2n1
10%,2%,11%,i,1,-24%,12%[59 µM],-11%,61%[activator],CCOc1ccccc1-c1noc(CSc2nnc(-c3ccccc3)n2-c2ccc(F)cc2)n1
-2%,2%,?,-4%,5,-16%,0.89µM*,?,9%,COc1ccccc1-n1c(-c2ccccc2)c[nH]c1=S
-1%,11%,-2%,-3%,7,-9%,31%[activator][59 µM],-30%,14%,O=C(CSc1nnc(Cc2ccccc2)n1-c1cccc(Cl)c1)NNC(=O)Cc1ccccc1
5%,-4%,-12%,-8%,1,-16%,-3%[59 µM],-28%,3%,Cc1cc(N(CCO)Cc2ccccc2)n2nc(-c3ccc(C(C)(C)C)cc3)nc2n1
-3%,9%,1%,i,1,-3%,?,?,?,Cc1ccc(S(=O)(=O)n2nc(C)c(C#N)c2N)cc1
1%,0%,-2%,-6%,1,7%,12%,-3%,14%[57 µM],COc1ccc(NC(=S)N2CCC(NC(=O)c3cccc(F)c3)CC2)cc1
2%,-3%,-5%,-9%,0,-6%,-1%[59 µM],1%,41%[activator],Cc1cc(CCCCCCCCc2cc(C)cc(=O)o2)oc(=O)c1
-6%,14%,-25%,-6%,-1,-6%,37%[59 µM],-26%,23%,CCOC(=O)c1cnc(-n2nc(C)cc2C)nc1NNc1cc(C)nc(-c2ccccc2)n1
9%,4%,5%,3%,-1,-13%,-2%[59 µM],-7%,3%,Cc1ccc(-n2c(SCC(=O)Nc3cc(S(=O)(=O)N4CCOCC4)ccc3Cl)nc3ccccc3c2=O)cc1
4%,-4%,-5%,-9%,0,-12%,-38%[12.7 µM],-16%,23%,Nc1nnnn1/N=C/c1cccc(Oc2ccccc2)c1
4%,-2%,6%,i,1,-6%,-29%,32%,94%[activator],Nc1ccccc1C(=O)Nc1ccc(Cl)cc1Cl
0%,17%,?,-5%,1,-14%,?,-34%,9%,COc1ccc(CCN2C(=O)c3[nH]nc(-c4ccccc4O)c3C2c2cccc(O)c2)cc1OC (centres undefined)
1%,0%,12%,i,-1,-13%,.,3%,42%[activator],Cc1ccc(C(=O)NC23CC4CC(CC(C4)C2)C3)c(Cl)c1
-4%,0%,.,-10%,2,-13%,.,-19%,43%[activator],Fc1ccc(N2CCN(c3ncnc4c3nnn4Cc3ccccc3Cl)CC2)cc1
-2%,-4%,-10%,0%,13,-13%,-8%,-3%,72%[activator],COc1ccccc1-c1noc(-c2ccccc2C(=O)NCC2CCCO2)n1 (centres undefined)
15%,12%,-21%,i,-6,-15%,20%,-32%,44%[activator],CCOc1cccc(-c2c(C(=O)N/N=C/c3ccc(C)s3)nnn2-c2nonc2N)c1
-5%,-6%,-6%,-8%,-7,-16%,7%[12.7 µM],-14%,26%,Cc1ccc(S(=O)(=O)Cn2nnnc2CN(Cc2ccco2)CC2CCCO2)cc1 (centres undefined)
-7%,2%,7%,-2%,12,-3%,19%[59 µM],-13%,15%,O=c1c(Cl)cc(Cl)nn1-c1ccccc1
?,-11%,?,4%,?,89µM*,?,?,87%[activator],O=C(Nc1ccc(-n2nncc2-c2ccco2)cc1)c1cc2ccccc2oc1=O
-1%,2%,-13%,-2%,-1,-9%,-4%[2.33 µM],-29%,12%,Cc1ccc(CNC(=O)CCn2cc(-c3ccc(F)cc3)nc2-c2ccncc2)cc1
2%,26%,4%,-19%,?,25%,-31%,-5%[11.4 µM],38%,C/C(=N\NC(=O)CC(C)C)c1c(C(F)(F)F)[nH]n(-c2nc3ccccc3s2)c1=O
-5%,5%,-4%,-5%,-1,-22%,10%[59 µM],-1%,46%[activator],CCCN(C(=O)c1cc2c(=O)oc3ccc(C)cc3c2s1)c1ccc(OCC)cc1
0%,13%,-11%,0%,0,6%,?,-21%,5%,CCOC(=O)c1c(CN2CCN(CCO)CC2)n(C)c2cc(Br)c(OC)cc12

An excerpt of these results, with two lines to a compound.
Under each structure: Pin1 inhibitor | GLS inhibitor | BAZ2B inh | Tb PGK inh | PI4K2A inh | Pol eta inh | G9a block | JMJD2A Tudor inh | HP1b binding inh
Nc1nnnn1/N=C/c1cccc(Oc2ccccc2)c1
  4% | -4% | -5% | -9% | 0 | -12% | -38%[12.7 µM] | -16% | 23%
COc1ccc(NC(=S)N2CCC(NC(=O)c3cccc(F)c3)CC2)cc1
  1% | 0% | -2% | -6% | 1 | 7% | 12% | -3% | 14%[57 µM]

Returning to the listing, repeating the 2 entries before the break.
Pin1 inhibitor,GLS inhibitor,BAZ2B inh,Tb PGK inh,PI4K2A inh,Pol eta inh,G9a block,JMJD2A Tudor inh,HP1b binding inh,Molecule
-5%,5%,-4%,-5%,-1,-22%,10%[59 µM],-1%,46%[activator],CCCN(C(=O)c1cc2c(=O)oc3ccc(C)cc3c2s1)c1ccc(OCC)cc1
0%,13%,-11%,0%,0,6%,?,-21%,5%,CCOC(=O)c1c(CN2CCN(CCO)CC2)n(C)c2cc(Br)c(OC)cc12
-2%,-1%,.,-2%,-1,-20%,.,-12%,22%,COc1ccc(C(=O)c2cc(OC)c(OC)c(OC)c2)cc1OC
2%,15%,-9%,-3%,-3,5%,?,-32%,9%,COc1ccc2c(c1OC)c(=O)n1c3ccc(OC(C)C(=O)NCCN4CCOCC4)cc3c3ccnc2c31 (centres undefined)
-7%,21%,?,.,4,.,4%[59 µM],?,-29%,CC1=C(c2ccc(C)c(C)c2)S(=O)(=O)N=C1N1CCC(C(=O)NCc2ccc(N(C)C)cc2)CC1
-1%,4%,-12%,2%,-2,-4%,10%,-17%,25%,O=C(NNC(=O)c1cccc(S(=O)(=O)N2CCc3ccccc32)c1)c1ccccc1
-2%,3%,-2%,1%,2,-15%,.,-17%,7%,Cc1ccc(C)c(S(=O)(=O)N2CCCOC2CNC(=O)C(=O)NCCN2CCOCC2)c1 (centres undefined)
1%,1%,1%,.,-3,-5%,1%,0%,31%,O=S(=O)(c1ccccc1)N1CCCN(S(=O)(=O)c2ccccc2)CC1
2%,-3%,-2%,i,3,-7%,-32%[12.7 µM],-18%,30%,COc1cc2nc(NC(=O)c3ccccc3)[nH]c(=O)c2cc1OC
-14%,3%,?,i,-2,-19%,?,-30%,?,O=[N+]([O-])c1ccc(N2CCN(c3ccccc3O)CC2)c(Cl)c1
?,1%,2%,10%,0,-6%,3%,-9%,27%,CCn1c(CNC(=O)Cc2ccc(OC)cc2)nnc1SCCOc1ccccc1
-1%,14%,0%,-1%,-4,-7%,-6%,-4%,33%,CC1CCCC(NC(=O)C2CCN(S(=O)(=O)N3CCCCC3)CC2)C1C (centres undefined)
-2%,-8%,-19%,-5%,-1,-7%,4%,-11%,11%,CCC(C(=O)NCc1ccco1)N(C(=O)CNS(=O)(=O)c1ccc(C)cc1)c1ccccc1F (centres undefined)
-5%,9%,?,-1%,11,-11%,32µM*,-16%,-17%,S=C(NCc1ccc2c(c1)OCO2)NCc1ccco1
5%,2%,13%,i,-4,-19%,?,2%,41%[activator],Cc1ccc(S(=O)(=O)N2CCN(CC(=O)Nc3ccccc3Cl)CC2)cc1

Screens from PubChem BioAssay.
